FXIIa inh 1536: inhibitors of human coagulation factor XIIa | purified FXIIa, Boc-QGR-AMC fluorogenic substrate, 2 h | inhibition, % at 5 µM | hit rate 0.3% among 220,000 | AID 800; in the data active means inhibition above about 40%;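 further: 0% = enzyme with no compound and 100% = blank without enzyme; many of its hits are not listed in these tables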
Furin inh: inhibitors of human furin. P09958. purified furin, fluorogenic substrate cleavage. inhibition, % at 30 µM. hit rate 0.061% among 220,000. AID 463115; in the data active means inhibition above about 25%; further: inactives centre near -15
KLK5 inh: kallikrein 5 (human) inhibition. inhibition, % at 5 µM. hit rate 0.59% among 210,000. recombinant hK5, fluorogenic AMC substrate cleavage. Q9Y337;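 active means inhibition of 40% or more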;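 further: 0% = enzyme controls without compound and 100% = no-enzyme blanks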
Calpain2 inh: blocks pig calpain II enzyme activity; hit rate 0.37% among 220,000; inhibition, % at 16 µM; purified calpain II, fluorogenic peptide substrate, 30 min;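 active means inhibition above about 50%, limit read from the data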
Cl transport mod: modulates chloride dependent transport by human KCC2; Q9H2X9; KCC2 cells, thallium flux FluoZin-2 fluorescence; B-score of Tl+ flux slope (higher = more flux/activation; lower = inhibition) at 10 µM; hit rate 2.2% among 190,000; AID 1456;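 active means thallium flux slope and its plate-corrected score both differing from the plate sample mean at a set confidence after two filtering rounds, in either direction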;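 further: slope of fluorescence scaled to starting intensity during 10 to 20 s after thallium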
Target sequence (Q9H2X9 whole entry, looked up): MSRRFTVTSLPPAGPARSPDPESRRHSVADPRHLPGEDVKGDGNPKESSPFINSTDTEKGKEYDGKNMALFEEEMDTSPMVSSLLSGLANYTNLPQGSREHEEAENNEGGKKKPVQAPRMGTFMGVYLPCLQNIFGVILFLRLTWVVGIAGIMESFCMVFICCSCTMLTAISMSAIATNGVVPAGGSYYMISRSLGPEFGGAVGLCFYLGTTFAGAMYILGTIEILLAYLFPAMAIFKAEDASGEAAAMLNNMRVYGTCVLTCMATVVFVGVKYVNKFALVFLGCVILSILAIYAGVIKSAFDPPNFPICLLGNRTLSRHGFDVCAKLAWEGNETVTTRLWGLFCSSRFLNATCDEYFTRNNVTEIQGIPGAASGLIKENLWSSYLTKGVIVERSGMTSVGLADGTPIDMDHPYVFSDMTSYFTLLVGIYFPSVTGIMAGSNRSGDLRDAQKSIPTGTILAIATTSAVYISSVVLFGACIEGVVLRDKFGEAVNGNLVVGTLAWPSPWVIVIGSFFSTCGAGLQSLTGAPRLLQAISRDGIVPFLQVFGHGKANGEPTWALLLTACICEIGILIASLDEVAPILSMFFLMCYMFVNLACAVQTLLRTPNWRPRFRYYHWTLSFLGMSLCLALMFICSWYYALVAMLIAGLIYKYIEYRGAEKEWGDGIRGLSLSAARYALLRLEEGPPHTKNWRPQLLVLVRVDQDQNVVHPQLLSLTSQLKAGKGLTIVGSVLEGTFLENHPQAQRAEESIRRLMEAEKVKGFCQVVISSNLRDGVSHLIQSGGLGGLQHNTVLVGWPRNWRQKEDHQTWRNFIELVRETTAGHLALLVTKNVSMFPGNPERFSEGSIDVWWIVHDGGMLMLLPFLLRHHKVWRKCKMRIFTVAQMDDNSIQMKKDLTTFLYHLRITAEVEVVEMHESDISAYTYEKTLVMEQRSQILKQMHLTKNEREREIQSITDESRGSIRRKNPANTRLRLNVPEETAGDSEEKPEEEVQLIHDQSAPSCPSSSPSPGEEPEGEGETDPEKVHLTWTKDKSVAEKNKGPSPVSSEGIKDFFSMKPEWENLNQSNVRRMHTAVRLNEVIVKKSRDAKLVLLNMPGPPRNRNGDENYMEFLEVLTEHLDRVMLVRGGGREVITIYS
Rad51 HR inh: Rad51 (human) homologous recombination inhibition; hit rate 0.085% among 200,000; inhibition, % at 10 µM; Q06609; hRad51 DNA strand exchange, fluorescence dequenching;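 active means inhibition above 40% at the single screening dose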;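 further: 0% = DMSO control wells and 100% = blanks with heterologous ssDNA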
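Test system: preformed human Rad51 ssDNA filaments. Compound dosing: single dose, 10 µM final compound. Incubation: filaments 15 min 37 °C, then compound 30 min. Technique: FRET fluorescence dequenching, excitation 485 nm, emission 520 nm. Read-out basis: percent inhibition from fluorescence, normalised to plate control and blank means. Benchmarks: plate controls and plate blanks.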
PERK inhibitor: blocks human PERK kinase | CHO PERK-DD fusion, SEAP luminescence translation reporter | inhibition, % at 5.6 µM | hit rate 0.17% among 220,000;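 active means inhibition above the mean inhibition of all tested compounds plus 3 SD, set separately per screening campaign, cut at about 2.9% in these data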;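 further: PERK kinase domain activated by AP20187 dimerizer at 100 nM; 0% = DMSO with dimerizer and 100% = rapamycin at 8.4 µM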
FXIa inh: blocks human coagulation factor XIa protease activity | hit rate 0.14% among 220,000 | purified FXIa, Boc-Glu-Ala-Arg-AMC fluorogenic substrate | P03951 | inhibition, % at 5 µM | AID 798;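 active means inhibition of at least 40%; inactive means inhibition below 40%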;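 further: fluorescence of freed AMC excited at 355 nm; 0% = enzyme without compound and 100% = no enzyme blank; many of its hits are not listed in these tables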
Thrombin inh: blocks human thrombin protease activity; P00734; alpha-thrombin, Boc-VPR-AMC fluorogenic substrate cleavage; inhibition, % at 5 µM; hit rate 0.26% among 220,000;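 active means inhibition at or above 40%; inactive means inhibition below 40%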;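 further: 0% = enzyme with no compound and 100% = wells without enzyme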
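Assay system: human alpha-thrombin enzyme. Reagent: Boc-VPR-AMC substrate, 15 µM final. Compound dosing: one concentration per compound, 5 µM, with 0.2% DMSO. Incubation: room-temperature reaction. Technique: AMC fluorescence, 355/460 nm. Measure: % inhibition relative to enzyme controls and enzyme-free blanks.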
An asterisk follows results filed as active; nt = no result given; [ ] = dose if it differs, or a comment. An excerpt; rates above refer to the full screens.

Below each compound – FXIIa inh 1536 | Furin inh | KLK5 inh | Calpain2 inh | Cl transport mod | Rad51 HR inh | PERK inhibitor | FXIa inh | Thrombin inh
O=C(COc1ccccc1Cl)Nc1cc(Cl)ccc1Oc1ccccc1
→ 17.2 | -23.9 | -0.9 | 4.6 | -0.0835 | -0.8 | 1.4 | 7.4 | -0.6
COC(=O)c1cn(C(=O)c2ccco2)c2ccccc12
→ 28.2 | -16.8 | -16.3 | 7.1 | -0.788 | -5.9 | 0.0 | 16.9 | 4.5
O=C(NCc1ccccn1)c1nn(-c2ccccc2)c(=O)c2ccccc12
→ nt | -18.9 | 1.2 | 21.8 | -0.511 | 1.1 | 0.3 | -0.1 | -5.3
CN1C(=O)CC(N2CCN(c3ncccn3)CC2)C1=O (centres undefined)
→ 4.2 | -22.1 | -8.8 | -19.5 | 0.178 | -9.0 | 0.6 | -2.5 | -3.7
Oc1c(C(c2ccccc2)N2CCc3ccccc3C2)sc2ncnn12 (centres undefined)
→ 12.3 | -15.7 | 1.2 | -0.1 | 0.913 | 2.9 | 0.1 | 3.4 | -5.3
O=C(N/N=C/c1ccc(-c2ccc([N+](=O)[O-])cc2)o1)C(O)c1ccccc1 (centres undefined)
→ 8.1 | -2.3 | 2.3 | 4.9 | -0.638 | -10.9 | 0.8 | 5.5 | 0.3
C/C(=N\Nc1ccc([N+](=O)[O-])cc1)c1ccc(O)cc1
→ 5.0 | -12.3 | 0.2 | 13.1 | -0.575 | -153.8 | 1.1 | 0.4 | 4.1
CCOC(=O)C1=C(O)C(=O)N(c2ccc(S(N)(=O)=O)cc2)C1c1ccc(Br)cc1 (centres undefined)
→ 5.4 | -17.5 | 4.4 | -81.8 | -0.163 | 18.4 | 1.4 | 4.1 | -1.3
COc1ccc(CNC(=O)C2CCN(S(=O)(=O)N3CCC4(CC3)OCCO4)CC2)c(OC)c1
→ 6.7 | -19.1 | -0.4 | 26.1 | 0.45 | nt | -0.7 | 7.8 | 2.3
O=C(CSc1nc2c(c(=O)n1-c1ccc(F)cc1)SCC2)Nc1ccc2c(c1)OCO2
→ nt | -2.3[20 µM] | nt | nt | -2.26 | -5.4 | -1.9 | nt | nt
O=C(CCN1C(=O)c2ccccc2C1=O)NC1=NCCS1
→ 9.4 | -20.4 | -22.1 | -19.1 | -0.105 | -1.9 | 1.1 | -12.4 | -4.4
CSCCC(NC(N)=O)C(=O)Nc1cccc(C#N)c1 (centres undefined)
→ 4.1 | -15.4 | -5.7 | 10.1 | 0.0673 | -19.1 | 0.4 | 5.8 | -6.8
O=C(OCC(O)COC(=O)c1cccnc1)c1cccnc1
→ 11.4 | -17.1 | -0.7 | -5.0 | 0.00703 | 8.6 | 1.3 | -4.5 | 0.4
CCOC(=O)c1c(N)nn(C(=O)C(C)(C)C)c1-c1ccccc1
→ 9.2 | -9.7[20 µM] | -4.6 | 12.6 | 0.0198 | -6.0 | 1.6 | -9.3 | -2.6
Cc1cccc(NS(=O)(=O)c2ccc3c(c2)NC(=O)CC(=O)N3)c1
→ 5.8 | -24.2 | -8.0 | 12.0 | -0.0491 | 9.1 | 0.1 | -4.2 | -10.4

Below each compound – FXIIa inh 1536 | Furin inh | KLK5 inh | Calpain2 inh | Cl transport mod | Rad51 HR inh | PERK inhibitor | FXIa inh | Thrombin inh
O=C(COc1ccc([N+](=O)[O-])cc1)Nc1ccc(C(=O)Nc2ccccc2C(=O)O)cc1
→ 10.0 | -10.6 | 4.4 | -0.8 | -2.37 | -2.1 | 1.2 | 2.3 | -3.1
O=C(N/N=C/c1cccnc1)c1ccccc1OCc1ccc(Cl)cc1
→ 7.0 | -13.7 | 4.4 | 13.2 | -3.41 | 3.0 | -0.5 | 1.6 | 2.5
Cc1cccc(N2C(=O)C3C(c4ccccc4)OC4(C(=O)c5ccccc5C4=O)C3C2=O)c1 (centres undefined)
→ 37.2 | -6.1[20 µM] | -3.9 | 12.7 | nt | 7.5 | 1.9 | 24.1 | 3.1
CCOc1ccc(N2C(=O)CS/C2=N/NC(=O)COc2ccc3ccccc3c2)cc1
→ -1.2 | -3.5[20 µM] | -2.4 | -44.4 | -5.01* | -0.6 | -0.8 | -2.0 | -2.6
CCc1ccc2c(CSc3nnnn3C)cc(=O)oc2c1
→ 9.6 | -9.3 | -2.3 | 4.3 | 0.136 | 5.1 | -0.2 | 2.3 | -6.7
Cc1ccc2c(COC(=O)C3=COCCO3)cc(=O)oc2c1
→ 17.0 | -16.8 | -8.6 | -18.3 | nt | -0.9 | 0.5 | 3.8 | -8.4
CCOC(=O)c1cnn(-c2cc(C)nc3c(-c4ccccc4)c(C)nn23)c1N
→ 1.2 | -10.8[20 µM] | 3.4 | 3.6 | -0.617 | 5.8 | 1.8 | 3.2 | -2.3
CN(CCC1CCOCC1)Cc1cn[nH]c1-c1ccc(-c2ccccc2)cc1
→ 5.1 | -16.0 | -1.5 | -6.6 | -0.368 | 7.0 | -0.4 | -5.7 | -12.8
CN(C)c1ccc(C2C3CCCc4ccccc4C3=NN2C)cc1 (centres undefined)
→ 7.1 | -9.5 | 2.1 | 5.1 | -1.4 | nt | 0.4 | 3.3 | -7.4
OC(COCc1ccc2c(c1)OCO2)CN1CCCCC1 (centres undefined)
→ 7.0 | -23.8 | -6.0 | 7.0 | 0.922 | 3.0 | 0.3 | -0.3 | 6.0
COC(=O)COc1ccc(S(=O)(=O)Nc2ccc3c(c2)OCO3)cc1
→ -2.7 | -29.6[20 µM] | -1.5 | -2.1 | nt | 3.6 | 1.3 | -10.7 | -4.4
CC(C)OC(=O)CC(NC(=O)OC(C)(C)C)c1ccccc1 (centres undefined)
→ 14.7 | -10.7 | 0.0 | -3.5 | -0.147 | -0.4 | 0.5 | 5.2 | 3.7
O=C(CCSCCC(=O)Nc1ccccc1F)Nc1ccccc1F
→ 11.5 | -11.9 | -7.8 | 19.7 | 1.24 | 7.7 | 0.1 | 3.7 | -3.5
COc1ccc2c(Cl)c(C(=O)NN3CCN(C)CC3)sc2c1
→ 0.9 | -17.6 | -26.4 | -5.3 | -0.92 | 4.0 | 0.0 | -7.5 | -1.2
COc1ccccc1/C=C/C(=O)NCC(=O)N/N=C(\CCC(=O)O)c1ccccc1
→ 6.3 | -21.4 | -0.9 | -52.0 | -0.841 | 5.0 | 0.8 | -8.4 | -7.8

Below each compound – FXIIa inh 1536 | Furin inh | KLK5 inh | Calpain2 inh | Cl transport mod | Rad51 HR inh | PERK inhibitor | FXIa inh | Thrombin inh
O=C(C1=C[C@@H]2[C@H]3C(=O)N(c4ccccc4Cl)C(=O)[C@H]3[C@@H](C(=O)c3ccc(Cl)cc3)N2C=C1)c1ccccc1
→ 8.2 | 2.4 | -5.2 | -68.6 | 0.308 | -28.1 | -1.0 | 3.6 | -2.8
CC(OC(=O)c1ccncc1)C(=O)Nc1cc(S(=O)(=O)N2CCCCC2)ccc1Cl (centres undefined)
→ 9.2 | -18.8 | -28.6 | -3.2 | -0.0239 | nt | 0.6 | 6.0 | -6.4
N#C/C(=C\c1ccco1)C(=O)Nn1cnnc1
→ 5.5 | 1.3 | -1.0 | 7.6 | 0.0637 | nt | 0.8 | -1.5 | -1.7
CCOC(=O)Cn1c(=O)oc2cc(S(=O)(=O)N3CCc4ccccc43)ccc21
→ 15.3 | -19.7 | -3.6 | -2.9 | -3.26* | -4.0 | 0.9 | 6.9 | 5.1
Cc1nc2ncccn2c1-c1csc(Nc2ccccc2)n1
→ 11.0 | -22.3 | -24.4 | 3.2 | -1.2 | nt | 0.1 | 7.4 | -3.3
CCc1cccc(OCCCCNCCOC)c1
→ 1.9 | -23.1 | -24.7 | -47.2 | 0.488 | -4.5 | -0.1 | 2.1 | -4.3
Cc1cc(C(=O)OCC(=O)N2CCN(C(=O)c3ccco3)CC2)c(C)n1-c1ccc(F)cc1
→ -11.3 | -24.2 | -2.3 | 21.8 | 0 | -0.1 | 0.2 | -5.6 | -16.6
O=[N+]([O-])c1cc(/C=N/N2CCN(C3c4ccccc4-c4ccccc43)CC2)ccc1Cl
→ 15.6 | -11.1 | -1.5 | -3.0 | -0.0596 | -1.4 | 1.0 | 1.3 | 0.8
O=c1[nH]c(N/N=C\c2ccc(F)cc2)nc2ccccc12
→ 5.4 | -8.7 | 3.5 | -39.4 | 0.606 | 21.6 | 0.2 | -0.6 | 1.3
CCc1ccc(C2=NN(CCC(=O)NC(C)c3ccc4c(c3)OCCO4)C(=O)CC2)cc1 (centres undefined)
→ 8.3 | -3.8 | -5.4 | -14.9 | -0.665 | -23.2 | -0.4 | -0.8 | -8.8
COc1ccc(CNC(=O)C2C3C=CC4(CN(Cc5cccnc5)C(=O)C24)O3)cc1 (centres undefined)
→ 4.4 | -4.8[20 µM] | -2.3 | 13.2 | 0.226 | 0.8 | 0.3 | -2.0 | 1.1
Cc1onc(-c2ccccc2Cl)c1C(=O)O/N=C(\N)c1ccc([N+](=O)[O-])o1
→ 10.1 | -6.8 | 1.6 | 18.1 | -1.42 | 13.2 | -0.7 | 4.5 | -1.9
CN(C)CCNC(=O)/C(=C/c1ccc(-c2ccc(Cl)cc2)o1)NC(=O)c1ccccc1
→ 1.7 | -2.4 | -4.0 | -40.8 | -1.67 | 10.3 | -1.2 | -4.1 | -3.6
CCOC(=O)c1c(C)[nH]c(C(=O)CN2C(=O)NC3(CCCC3)C2=O)c1C
→ 8.0 | -19.7 | -0.1 | -0.8 | -0.0424 | 1.0 | -0.8 | 2.2 | 3.9
NC(=O)Nn1c(CCC(=O)O)ccc1-c1ccc(Br)cc1
→ 12.6 | -20.6[20 µM] | 2.0 | -29.5 | -1.19 | 5.3 | 0.1 | -20.7 | -3.3

Below each compound – FXIIa inh 1536 | Furin inh | KLK5 inh | Calpain2 inh | Cl transport mod | Rad51 HR inh | PERK inhibitor | FXIa inh | Thrombin inh
CCc1nnc(NC(=O)c2ccc(S(=O)(=O)N3CCCCC3C)cc2)s1 (centres undefined)
→ 12.4 | -22.8 | -1.3 | 27.7 | 0.704 | -3.5 | 1.1 | -1.1 | 2.5
CC1=C/C(=N\N=C2\NC(=O)C(CC(=O)Nc3ccccc3)S2)CC(C)(C)C1 (centres undefined)
→ 13.2 | -24.7 | 0.5 | -7.6 | -0.292 | 2.5 | -0.3 | 2.0 | -1.4
COc1cc(C(=O)OC2CCN(C)CC2)cc(OC)c1OC
→ 11.2 | -26.9 | -7.1 | -26.0 | -0.445 | -8.1 | -0.2 | -1.0 | -3.8
Cc1ccc(S(=O)(=O)N2CCCC(C(=O)NCC(C)C)C2)cc1 (centres undefined)
→ 2.1 | -20.4 | -4.6 | -6.6 | 0.0172 | nt | -0.2 | -6.1 | -7.0
COc1ccccc1NC(=O)CSc1nncn1-c1cccnc1
→ 14.2 | -18.9[20 µM] | -7.5 | -13.3 | -0.0722 | -8.1 | -0.8 | 4.8 | -2.2
O=[N+]([O-])c1cc(/C=N/NC(=S)Nc2ccccc2Cl)ccc1Cl
→ -4.6 | -7.2 | -8.8 | 14.8 | 7.76* | 1.9 | 0.8 | -12.5 | -6.1

High-throughput results (PubChem)
